Source: PubChem BioAssay
VP16 counter: inhibits Gal4-VP16 luciferase reporter, ROR gamma counter-screen. Potency, µM (titrated, usually from 53.6 µM), without a hit: top-dose activity, negative = inhibition, hits mostly inhibitors. Drosophila S2 Gal4-VP16 UAS-luciferase, luminescence, 20 h. 310,000 compounds, 3.5% hits. AID 2546;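 further: Gal4-VP16 expression switched on by copper sulfate through the metallothionein promoter; potency means the concentration at half of the fitted maximal effect; on the % scale 0 is the no-effect control and ±100 the full control effect; nearly all actives have a fitted effect of over 50% in size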
FLuc modulator: counter-screen for miR-21 project: firefly luciferase inhibitors or activators | P08659 | purified FLuc, Km substrates, luminescence inhibition | Potency, µM (highest dose often 57.5 µM), without a hit: at the top dose activity change, negative = inhibition, most hits filed as inhibitors | 360,000 compounds, 6.9% hits | AID 588342;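 further: potency means the concentration at half of the fitted maximal effect; plate controls were vehicle for no effect and reference inhibitor for full effect; nearly all actives have a fitted effect of over 55% in size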
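Biochemical qHTS of compounds, final roughly 60 µM downward over six points, against 10 nM purified firefly luciferase using Km concentrations of substrates (10 uM D-luciferin, 10 uM ATP) in Tris acetate pH 7.5 buffer; luminescence output.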
PKM2 activator: increases activity of human pyruvate kinase M2; P14618; purified PKM2, Kinase-Glo ATP luminescence, activation; response scale: 0% is enzyme alone, no compound; Potency, µM (doses to about 57.5 µM), inactives show top-dose activation, most hits filed as activators; 260,000 compounds, 0.34% hits; further: potency means the concentration at half of the fitted maximal effect; on the % scale 0 is the no-effect control and ±100 the full control effect; nearly all actives have a fitted effect of over 55% in size
Target sequence (P14618 whole entry, looked up): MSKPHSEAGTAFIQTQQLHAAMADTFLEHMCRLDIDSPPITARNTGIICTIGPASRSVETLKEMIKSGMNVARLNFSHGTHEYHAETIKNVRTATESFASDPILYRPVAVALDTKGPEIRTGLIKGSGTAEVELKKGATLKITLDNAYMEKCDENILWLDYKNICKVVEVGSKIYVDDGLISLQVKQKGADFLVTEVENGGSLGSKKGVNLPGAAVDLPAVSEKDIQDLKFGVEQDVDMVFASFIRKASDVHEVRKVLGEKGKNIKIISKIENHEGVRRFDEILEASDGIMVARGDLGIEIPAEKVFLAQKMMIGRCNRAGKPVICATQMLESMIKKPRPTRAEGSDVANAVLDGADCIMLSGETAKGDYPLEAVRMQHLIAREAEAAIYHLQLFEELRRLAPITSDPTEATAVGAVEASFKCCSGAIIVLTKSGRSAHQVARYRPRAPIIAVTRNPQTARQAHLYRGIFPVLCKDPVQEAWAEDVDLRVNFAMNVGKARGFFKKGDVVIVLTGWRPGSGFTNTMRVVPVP
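ATP formation by purified human PK-M2, quantified via coupled luciferase luminescence after 1 h at room temperature with 0.1 mM ADP and 0.5 mM PEP final.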
KCNH2 3.1 block: KCNH2 3.1 (human) potassium channel inhibition | U2OS KCNH2 3.1, thallium flux FluxOr; active compounds read low | activity change, % (tested at about 1.8 µM) | AID 720553 | 340,000 compounds, 0.95% hits;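 active means maximum activity change below -70%; inconclusive means maximum activity change from -70% to -50%; inactive means maximum activity change above -50%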;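 further: thallium influx rate constant from kinetic fluorescence after stimulation buffer; on the % scale 0 is the no-effect control and ±100 the full control effect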
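Thallium flux read-out: FluxOr dye with Red40 quencher in HBSS/HEPES, 45 min at RT. Rate constants from kinetic reads were normalized to positive and negative DMSO controls. Cells: U2OS virally expressing the 3.1 isoform.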
RORg inh: blocks mouse ROR gamma transcriptional activity; 310,000 compounds, 5.4% hits; Potency, µM (highest dose often 53.6 µM), for the others: at the highest dose activity change, negative = inhibition, usual class: inhibitors; Drosophila S2 Gal4-RORgamma UAS-luciferase reporter, 20 h; P51450; further: potency means the concentration at half of the fitted maximal effect; on the % scale 0 is the no-effect control and ±100 the full control effect; nearly all actives have a fitted effect of over 60% in size
Target sequence (P51450 whole entry, looked up, the tested form may be a part): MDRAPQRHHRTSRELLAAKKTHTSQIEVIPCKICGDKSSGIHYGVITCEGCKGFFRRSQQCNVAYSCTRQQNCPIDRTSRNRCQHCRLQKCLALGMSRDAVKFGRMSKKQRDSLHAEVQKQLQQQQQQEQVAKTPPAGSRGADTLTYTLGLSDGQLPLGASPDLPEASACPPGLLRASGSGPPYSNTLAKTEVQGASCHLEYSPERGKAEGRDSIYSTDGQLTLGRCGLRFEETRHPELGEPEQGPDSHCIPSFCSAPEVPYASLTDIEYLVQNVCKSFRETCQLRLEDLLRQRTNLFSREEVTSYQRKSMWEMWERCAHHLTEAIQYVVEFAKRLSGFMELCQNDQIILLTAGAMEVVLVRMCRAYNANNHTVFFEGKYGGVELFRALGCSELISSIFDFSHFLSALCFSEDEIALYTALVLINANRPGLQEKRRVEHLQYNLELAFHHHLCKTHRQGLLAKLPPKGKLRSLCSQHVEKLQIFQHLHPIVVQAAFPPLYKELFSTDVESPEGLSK
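In this cell-based reporter format, copper sulfate (700 uM final) drives Gal4–ROR gamma fusion expression from a metallothionein promoter in Drosophila Schneider cells; compounds preincubated 1 hr, reporter read after 20 hr at ambient temperature.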
NPC1 promoter act: NPC1 promoter activation; Huh7 NPC1 promoter luciferase reporter, 24 h; Potency, µM (top dose mostly 9.22 µM), without a hit: top-dose activation, usual class: activators; 320,000 compounds, 2.4% hits;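 further: potency means the concentration at half of the fitted maximal effect; % of control where 0% means no effect; nearly all actives have a fitted effect of over 60% in size; reporter is driven by a mutant NPC1 promoter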
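Luminescence from an NPC1 promoter-driven luciferase reporter in stably transfected Huh7 cells was measured after 24 h compound treatment at 37 °C, followed by 10 min ambient incubation with luciferase detection reagent.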
Rab9 promoter act: Rab9 promoter activation. AID 485297. 320,000 compounds, 2.8% hits. Potency, µM (doses to about 9.22 µM), inactives show at the highest dose activation, negative = inhibition, most hits filed as activators. Huh7 Rab9 promoter-luciferase reporter, luminescence, 24 h; further: potency means the concentration at half of the fitted maximal effect; % of control where 0% means no effect; nearly all actives have a fitted effect of over 60% in size
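Huh7 cells stably carrying a Rab9 promoter-luciferase reporter, 1500 cells per well in OP-MEM I with 10% FBS, treated with compound 24 hours at 37C. Luciferase activity read by luminescence after 10 minutes with Amplite reagent.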
MBNL1-CUG inh: inhibitors of human MBNL1 binding to CUG repeat RNA; Q9NR56; TR-FRET MBNL1-His/biotin-(CUG)12 binding, 665/545 ratio; Potency, µM (highest dose often 57.5 µM), without a hit: top-dose activity change, negative = inhibition, usual class: inhibitors; 280,000 compounds, 0.036% hits; AID 2675; active means well fitted inhibition curve with a large enough effect in the signal ratio, with a control signal flat, not every such curve was filed as active; inconclusive means small, poorly fitted or top-dose-only effect, or effect the other way, or a change in a side signal; inactive means no such curve, though single readings can be large or run the other way; the % refers to the signal ratio; further: potency means the concentration at half of the fitted maximal effect; on the % scale 0 is the no-effect control and ±100 the full control effect
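His-tagged MBNL1 binding to biotinylated (CUG)12 RNA was measured by TR-FRET using terbium anti-His antibody (0.055 ng/ul final) and streptavidin-XL665 (5 nM final). Compounds were titrated 92 nM to 58 uM; 60 min at room temperature.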
Menin MLL FP TR: inhibitors of human menin-MLL interaction, mutant MLL peptide | Menin + Texas Red MLL mutant peptide, fluorescence polarization | Potency, µM (highest dose often 61.6 µM), without a hit: at the highest dose FP activity change, negative = inhibition, actives largely listed as inhibitors | 270,000 compounds, 0.23% hits | AID 1768; active means well fitted inhibition curve with a large enough effect in the polarisation, with a control signal flat, not every such curve was filed as active; inconclusive means small, poorly fitted or top-dose-only effect, or effect the other way, or a change in a side signal; inactive means no such curve, though single readings can be large or run the other way; the % refers to the polarisation; further: potency means the concentration at half of the fitted maximal effect; % of control where 0% means no effect; many of its hits are not listed in these tables
Mito fusion act: mitochondrial division inhibition or fusion activation. S. cerevisiae fusion-defective mutant growth rescue, CellTiterGlo 48 h. Potency, µM (series often up to 46.1 µM), for the others: at the top dose growth rescue (activation), actives largely listed as activators. 320,000 compounds, 0.23% hits;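 further: potency means the concentration at half of the fitted maximal effect; % of control where 0% means no effect; nearly all actives have a fitted effect of over 45% in size; temperature-sensitive fusion mutants such as fzo1-1 at 37 °C on non-fermentable ethanol glycerol medium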
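Compounds are tested for their ability to restore growth of mitochondrial fusion-defective yeast strains at non-permissive 37C in YPEG medium over 48 hours. Viability is quantified by luciferase luminescence.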
ELG1 repair inh: ELG1-dependent DNA repair inhibition. 330,000 compounds, 2.3% hits. Potency, µM (top dose mostly 46.1 µM), without a hit: top-dose activity change, negative = inhibition, most hits filed as inhibitors. HEK293T ELG1-luciferase reporter, luminescence, 16 h; DNA damage induced by 5-fluorouridine; further: potency means the concentration at half of the fitted maximal effect; on the % scale 0 is the no-effect control and ±100 the full control effect; nearly all actives have a fitted effect of over 55% in size
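Quantitative HTS, concentration-response format. 2,000 cells/well co-treated with 5-fluorouridine and compound, 16 hr in 5% CO2 at 37 °C; ONE-Glo luminescence read after 30 min.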
An asterisk follows results filed as active; ? = inconclusive; · = not tested or not shown; & = joins results of further samples; [ ] = dose if it differs, or a comment. Unless noted, the call rests on the fitted dose curve; in most records, active means well fitted curve in the direction sought with a large enough effect; inconclusive means small, poorly fitted or top-dose-only effect, or another doubt; inactive means no such curve, though single readings can be large; an effect the other way counts as inactive or inconclusive. An excerpt; the hit share may differ from the screen's.

SMILES | VP16 counter | FLuc modulator | PKM2 activator | KCNH2 3.1 block | RORg inh | NPC1 promoter act | Rab9 promoter act | MBNL1-CUG inh | Menin MLL FP TR | Mito fusion act | ELG1 repair inh
COc1ccc(C)cc1NC(=O)Nn1cnnc1 | 2% | 1% | -2% | -20 | 6% | 1% | -3% | -4% | · | 0% | -9%
Cc1ccc(S(=O)(=O)NCCCNc2ccc([N+](=O)[O-])cc2)cc1 | ? | -1% | -2% | -11 | -8% | -1% | -9% | ? | ? | 3% | -5%
O=C(NCc1cccs1)c1cccnc1Cl | -6% | -1% | 4% | -1 | 18% | 5% | 6% | -10% | -1% | -2% | 2%
CN(C)CCCNC(=O)c1cc2c3ccccc3n(C)c2s1 | -4% | -1% | -1% | 0 | -12% | -1% | -2% | -16% | -15% | -2% | -14%
CC(C)CNC(=O)CSc1ccc(S(=O)(=O)N(C)C2CCCCC2)cn1 | · | 3% | · | 5 | · | 0% | 2% | · | · | 13% | 10%
COc1ccc(Cc2nnc(SCc3ccc([N+](=O)[O-])cc3)o2)cc1 | -1% | -5% | 12% | -4 | 15% | 2% | 1% | ? | 5% | -8% | 23µM*
Cc1ccccc1NC(=O)C1COc2ccccc2O1 (stereo unspecified) | 13% | -12% | 0% | -13 | 1%[1.91 µM] | -1% | 0% | -3% | 18% | 3% | 16%
COCCN(C(=O)COC(=O)CCn1c(C)csc1=O)c1c(N)n(Cc2ccccc2)c(=O)[nH]c1=O | · | 1% | · | 0 | · | 0% | 0% | · | · | -4% | 3%
C/C(CC(=O)NC(C)(C)C)=N\NC(=O)c1ccccc1N | -2% | -3% | 6% | 9 | ? | -10% | -2% | -1% | 12% | 21% | ?
CCc1nnc(NC(=O)c2cc(S(=O)(=O)N3CCN(c4ccccc4)CC3)ccc2Cl)s1 | 1% | 1% | 4% | -5 | -26% | -7% | 0% | -4% | -3% | -3% | -6%
O=C(O)C1C2C=CC3(CN(C4CCCC4)C(=O)C13)O2 (stereo unspecified) | 0% | -23% | -11% | 25 | 23% | 0% | -6% | -16% | 16% | 2% | 6%
Cc1cccc(NC(=O)CSc2n[nH]c(-c3ccncc3)n2)c1C | 2% | 2% | -4% | -9 | 20% | 1% | 1% | -20% | 1% | 3% | -3%
O=C1CCN(CCc2ccccc2)CCN1[C@H](COc1ccccc1)c1ccccc1 | -3% | 5% | -2% | -115* | 10% | -1% | -16% | 5% | 1% | -5% | -20%
COC(=O)C1CSC(C(=O)OC)N1C(=O)Nc1c(C)cccc1C (stereo unspecified) | -4% | 1% | -2% | -10 | -6% | -1% | 0% | 0% | 7% | 0% | -2%
Cc1cc(N)n2nc(C(F)(F)F)nc2n1 | 0% | 5% | -5% | -3 | 4% | -1% | 1% | 5% | -12% | 0% | 12%
Cc1c(C(=O)NCc2ccc(F)cc2)oc2ccc(S(=O)(=O)N3CCOCC3)cc12 | 13% | -2% | -8% | 4 | 32% | -1% | 0% | -1% | 26% | 13% | ?
CN(C)S(=O)(=O)c1ccc(N2CCCC2)c(C(=O)Nc2cccc(F)c2)c1 | · | 5% | -1% | -3 | · | 4% | 0% | 1% | -20% | 0% | -9%
CN(Cc1ccccc1)S(=O)(=O)c1ccc(Cl)c(C(=O)OCC(N)=O)c1 | -12% | -10% | -2% | 10 | -24% | 7% | -2% | -1% | · | -3% | ?
O=C(COC(=O)CNC(=O)c1ccco1)Nc1ccc(Cl)cn1 | 0% | -1% | -11% | -7 | 11% | 4% | -2% | -8% | 8% | -3% | 14%
O=C1CCCc2ccccc2N1Cc1ccccc1 | 0% | 1% | 0% | 19 | 10% | 0% | 10% | -21% | 2% | 9% | 3%
COc1cc2c3nnc(-c4ccccc4)c-3cn(Cc3ccc(F)cc3)c2cc1OC | -13% | -14% | 14% | 3 | -30% | -5% | -6% | ? | ? | -6% | -11%
NC(=O)CSc1nnc2ccc(-c3ccco3)nn12 | 10% | 3% | 2% | 0 | -4% | 0% | -11% | ? | -11% | -4% | 5%
COc1ccccc1N1CCN(c2nccc(C)n2)CC1 | -9% | 2% | 0% | 18 | -5% | 1% | 6% | -1% | -2% | -1% | 13%
CC1(C)CC(=O)C=C(NNC(=O)C2CCCCC2)C1 | -7% | 1% | 9% | 0 | -19% | -2% | -10% | ? | 0% | 2% | 1%
COCCN1C(=S)N[C@@H](c2ccccc2)C(C(=O)OC)=C1C | -5% | -3% | -1% | · | -25% | 0% | -10% | 7% | -13% | -1% | ·
CS(=O)(=O)c1cccc(NC(=O)C2CC2)c1 | 4% | -1% | 3% | · | 11% | -3% | -9% | -6% | 1% | -1% | -4%
O=C(Nc1nnc(Cc2ccccc2)s1)c1cnccn1 | 8% | -20% | 27% | 7 | -23% | 14% | 12% | 4% | 6% | 10% | ?
O=C1COc2ccc(S(=O)(=O)Nc3ccc(F)cc3)cc2N1 | -2% | -1% | · | -3 | 17% | 0% | 0% | 0% | · | -1% | 1%
CCN=C1SC(CC(=O)Nc2ccccc2)C(=O)N1CC (stereo unspecified) | 2% | 2% | 1% | 9&-4 | ? | -2% | 2% | -4% | -19% | -2% | 4%
N#C/C(=C\c1cccs1)C(=O)NCc1ccccc1 | 15% | -12% | -1% | 0 | 34% | 0% | 0% | ? | 1% | -4% | 20%
O=C(O)CSCC(=O)N1CCN(c2ncnc3scc(-c4ccccc4)c23)CC1 | -7% | 0% | · | 12 | 24% | 1% | -3% | -10% | 0% | -5% | 14%
Cc1cc(=O)[nH]c2c(C)cc(S(=O)(=O)NCc3ccccc3)cc12 | 3% | 2% | 6% | -32 | ? | 3% | 2% | -1% | -2% | -1% | -6%
O=C1c2ccccc2C(=O)N1CCCCN(C(=O)c1cc([N+](=O)[O-])ccc1Cl)c1ccc(Cl)cc1 | -14% | 1% | -4% | -33 | 67% | -9% | -3% | 9% | -3% | 16% | 21µM*
COc1ccc(CCOC(=O)c2ccc(N)c([N+](=O)[O-])c2)cc1 | ? | -8% | -1% | -2 | 44% | -1% | 1% | ? | · | 3% | -20%
O=C(O)CCSc1nnc(-c2ccc3c(c2)OCO3)o1 | 4µM* | 13µM* | -6% | 14 | 2.8µM* | -10% | -10% | -2% | -14% | -6% | -1%
CC(=O)OC(C(=O)N1CCN(c2ccccc2F)CC1)c1ccccc1 (stereo unspecified) | -3% | 1% | -1% | -12 | -2% | -4% | -3% | -5% | 4% | 7% | -4%
CSc1nnc(-c2ccc(C(F)(F)F)nc2C)o1 | ? | 0% | 7% | 9 | 14% | 1% | 0% | 1% | · | -1% | 29%
O=c1nc(-c2ccccc2)cn[nH]1 | 5% | -4% | -9% | 12 | 17% | 10% | -1% | ? | -9% | 7% | 16%

An excerpt of these results, in markdown:
| smiles | VP16 counter | FLuc modulator | PKM2 activator | KCNH2 3.1 block | RORg inh | NPC1 promoter act | Rab9 promoter act | MBNL1-CUG inh | Menin MLL FP TR | Mito fusion act | ELG1 repair inh |
| --- | --- | --- | --- | --- | --- | --- | --- | --- | --- | --- | --- |
| COC(=O)C1CSC(C(=O)OC)N1C(=O)Nc1c(C)cccc1C (stereo unspecified) | -4% | 1% | -2% | -10 | -6% | -1% | 0% | 0% | 7% | 0% | -2% |
| O=C(O)CCSc1nnc(-c2ccc3c(c2)OCO3)o1 | 4µM* | 13µM* | -6% | 14 | 2.8µM* | -10% | -10% | -2% | -14% | -6% | -1% |
| O=C1CCCc2ccccc2N1Cc1ccccc1 | 0% | 1% | 0% | 19 | 10% | 0% | 10% | -21% | 2% | 9% | 3% |
| Cc1ccc(S(=O)(=O)NCCCNc2ccc([N+](=O)[O-])cc2)cc1 | ? | -1% | -2% | -11 | -8% | -1% | -9% | ? | ? | 3% | -5% |
| COc1ccc(Cc2nnc(SCc3ccc([N+](=O)[O-])cc3)o2)cc1 | -1% | -5% | 12% | -4 | 15% | 2% | 1% | ? | 5% | -8% | 23µM* |
